From PubChem BioAssay
sEH inh = blocks human soluble epoxide hydrolase activity; inhibition, % at 2 µM; recombinant human sEH enzymatic activity assay; actives 0.34% (n = 91,000); P34913; in the data active means inhibition above about 80%; further: values of inactives mirror those of a sister screen read the other way; many of its hits are not listed in these tables
Target sequence (P34913 whole entry, looked up): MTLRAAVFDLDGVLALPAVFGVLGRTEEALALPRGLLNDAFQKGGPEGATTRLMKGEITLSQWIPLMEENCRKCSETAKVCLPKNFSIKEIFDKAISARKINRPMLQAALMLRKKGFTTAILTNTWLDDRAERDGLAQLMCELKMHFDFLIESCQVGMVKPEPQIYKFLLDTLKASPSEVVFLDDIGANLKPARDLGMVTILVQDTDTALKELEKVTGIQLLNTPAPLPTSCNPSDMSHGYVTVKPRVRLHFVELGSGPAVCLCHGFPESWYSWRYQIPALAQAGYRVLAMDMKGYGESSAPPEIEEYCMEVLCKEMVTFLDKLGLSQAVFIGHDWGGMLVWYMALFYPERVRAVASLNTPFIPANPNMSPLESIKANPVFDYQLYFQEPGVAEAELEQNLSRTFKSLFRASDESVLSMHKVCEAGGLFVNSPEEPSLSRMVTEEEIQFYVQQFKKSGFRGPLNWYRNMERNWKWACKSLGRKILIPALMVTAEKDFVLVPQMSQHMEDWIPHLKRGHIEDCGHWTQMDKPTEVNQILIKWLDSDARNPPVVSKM
PostGolgi yeast = growth inhibition of a yeast mutant, post-Golgi transport screen; AID 739; post-Golgi transport phenotypic cell assay; actives 0.9% (n = 98,000); inhibition, % at 10 µM;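 further: yeast cells grown in 1536-well plates; yeast grown about 18 h at 30C before absorbance read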
CYP2C19 inhib = human CYP2C19 inhibition | CYP2C19 Supersomes, luciferin-H EGE luminescence, 30 min | inhibition, % at 5 µM | actives 21% (n = 96,000);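 active means CYP2C19 inhibition above a set limit at 5 µM in the primary screen, cut at about 50% in these data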;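 further: plate controls were negative control wells for no effect and 2.5 mM tranylcypromine positive control for full effect; values of inactives mirror those of a sister screen read the other way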
S1P2 agonist = S1P2 (human) receptor agonism. O95136. S1P2-expressing cell line, agonist reporter read-out. activation, % at 4.5 µM. actives 0.46% (n = 97,000). AID 729; in the data active means activation above about 16%;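 further: 0% = vehicle low control and 100% = maximal reference agonist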
Target sequence (O95136 whole entry, looked up): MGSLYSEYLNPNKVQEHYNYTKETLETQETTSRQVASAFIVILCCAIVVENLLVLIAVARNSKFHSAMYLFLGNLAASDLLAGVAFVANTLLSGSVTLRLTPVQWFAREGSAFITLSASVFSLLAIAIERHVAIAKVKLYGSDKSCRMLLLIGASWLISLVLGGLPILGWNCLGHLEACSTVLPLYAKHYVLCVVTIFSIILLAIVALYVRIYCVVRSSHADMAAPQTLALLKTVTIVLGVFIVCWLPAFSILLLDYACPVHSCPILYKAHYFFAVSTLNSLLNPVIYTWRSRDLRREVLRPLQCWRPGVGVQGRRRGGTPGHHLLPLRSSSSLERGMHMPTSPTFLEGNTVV
sEH act = activators of human soluble epoxide hydrolase; AID 717; purified human sEH enzymatic activity, activator screen; actives 0.04% (n = 91,000); activation, % at 2 µM; in the data active means activation above about 37%; further: values of inactives mirror those of a sister screen read the other way
hDAT+cocaine = human DAT dopamine uptake with cocaine, either direction | LLC-PK1 hDAT cells, [14C]-dopamine uptake with cocaine IC80; actives deviate in either direction | B-score at 10 µM | actives 1.3% (n = 110,000) | AID 449768;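 active means Z score or B-score, a plate-position-corrected score, falls beyond the plate's 99.7% confidence bounds, in either direction; inactive means both scores lie inside the 99.7% bounds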;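 further: scored against the spread of the other compound wells on the same plate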
CYP2C19 act = activators of human cytochrome P450 2C19 | recombinant CYP2C19, luciferin-H EGE luminescence; hits give high values; 0 = fully inhibited enzyme, 1 = untreated enzyme | 96,000 tested, under 10 active | P33261 | activation factor at 5 µM;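 active means activation factor of at least 2 at 5 µM in the primary screen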;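 further: 0 = wells with 2.5 mM tranylcypromine and 1 = vehicle-only wells; values of inactives mirror those of a sister screen read the other way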
S1P2 blocker = blocks the human S1P2 receptor; O95136; cell-based S1P2 antagonist assay, inhibition at 5 uM; inhibition, % at 5 µM; actives 0.21% (n = 97,000); AID 736; in the data active means inhibition above about 45%;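 further: CRE beta-lactamase reporter cells expressing human S1P2 stimulated with S1P; 0% = agonist at EC80 alone and 100% = agonist plus reference antagonist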
PostGolgi ctrl = inhibits growth of the yeast control strain | efflux-deficient yeast background strain, growth absorbance A615, 16 h | inhibition, % at 10 µM | actives 5% (n = 98,000) | AID 738
An asterisk follows results filed as active; nt = no result given. Unless noted, no stated cut-off is given here; in the data, active means inhibition above about 30%; inactive means the rest.

SMILES	sEH inh	PostGolgi yeast	CYP2C19 inhib	S1P2 agonist	sEH act	hDAT+cocaine	CYP2C19 act	S1P2 blocker	PostGolgi ctrl
CC(=O)c1c(C(C)=O)c(C)n(-c2ccc(C)c(NC(=O)c3ccccc3Cl)c2)c1C	2	10	13	-3	1	1.1	0.9	2	7
CCSC1(SCC)N=C(N)C2(C#N)C(c3ccc(F)cc3)C12C#N (centres undefined)	-9	-1	62*	-5	13	-0.67	0.4	29	2
CCN(CC)Cc1cc(C(C)=O)ccc1O	-10	22	-2	-1	13	-0.97	1	5	15
CC(C)NC(=O)Cn1c(SCC(=O)N2c3ccccc3CC2C)nc2ccccc21 (centres undefined)	1	3	61*	-7	0	0.39	0.4	-12	2
Cc1cccc(N2CCN(C(=O)C34CC5CC(CC(C5)C3)C4)CC2)c1C	7	-4	22	4	-7	-0.073	0.8	-2	51*
NS(=O)(=O)c1ccc(CCNC(=O)COC(=O)C2CCCN2C(=O)c2cccs2)cc1 (centres undefined)	-4	0	75*	-4	3	-1.1	0.2	19	21
Cc1ccc(-n2c(C)nc3c(cnn3-c3ccc(F)cc3)c2=O)cc1	-18	4	8	-1	19	nt	0.9	42	6
CCCCn1c(SCC(=O)Nc2nnc(C(C)C)s2)nc2c1c(=O)n(C)c(=O)n2C	-14	-2	11	-5	12	0.16	0.9	2	3
Cc1ccc(S(=O)(=O)N2CCCC2C(=O)Nn2cnnc2)cc1 (centres undefined)	8	1	30	-5	-8	-0.63	0.7	-15	-7
N/C(COc1ccc(Cl)cc1)=N\NS(=O)(=O)c1ccccc1	5	6	24	-4	-2	0.59	0.8	8	4
O=C1N2CCSC2=NC1(Nc1ccccn1)C(F)(F)F (centres undefined)	nt	0	-1	-3	nt	-0.73	1	-3	48*
O=c1cc(CNCCCO)c2ccccc2[nH]1	-13	10	-15	23*	12	-0.14	1.1	-8	0
COc1ccc(CCN2CCCn3c2nc2c3c(=O)n(Cc3ccccc3F)c(=O)n2C)cc1OC	-1	2	24	-6	2	0.74	0.8	-29	11
COC(=O)C1=C(C)N=C2SC(C#N)=C(N)N2C1c1cc(OC)c(OC)c(OC)c1 (centres undefined)	5	4	87*	-5	-5	-0.77	0.1	-8	1
CC1CCC(NC(=O)CN2CCC(n3nnc4cc(F)ccc43)CC2)CC1 (centres undefined)	nt	-5	32	nt	nt	nt	0.7	nt	7

Structures above marked active in S1P2 agonist.
Molecule	sEH inh	CYP2C19 inhib	S1P2 agonist	sEH act	hDAT+cocaine	CYP2C19 act	S1P2 blocker	PostGolgi ctrl
O=c1cc(CNCCCO)c2ccccc2[nH]1	-13	-15	23*	12	-0.14	1.1	-8	0

Pulled by structure from the list above, 6 records:
SMILES	sEH inh	PostGolgi yeast	CYP2C19 inhib	S1P2 agonist	sEH act	hDAT+cocaine	CYP2C19 act	S1P2 blocker	PostGolgi ctrl
CC(C)NC(=O)Cn1c(SCC(=O)N2c3ccccc3CC2C)nc2ccccc21 (centres undefined)	1	3	61*	-7	0	0.39	0.4	-12	2
O=C1N2CCSC2=NC1(Nc1ccccn1)C(F)(F)F (centres undefined)	nt	0	-1	-3	nt	-0.73	1	-3	48*
COC(=O)C1=C(C)N=C2SC(C#N)=C(N)N2C1c1cc(OC)c(OC)c(OC)c1 (centres undefined)	5	4	87*	-5	-5	-0.77	0.1	-8	1
COc1ccc(CCN2CCCn3c2nc2c3c(=O)n(Cc3ccccc3F)c(=O)n2C)cc1OC	-1	2	24	-6	2	0.74	0.8	-29	11
NS(=O)(=O)c1ccc(CCNC(=O)COC(=O)C2CCCN2C(=O)c2cccs2)cc1 (centres undefined)	-4	0	75*	-4	3	-1.1	0.2	19	21
Cc1cccc(N2CCN(C(=O)C34CC5CC(CC(C5)C3)C4)CC2)c1C	7	-4	22	4	-7	-0.073	0.8	-2	51*

Other structures.
SMILES	sEH inh	PostGolgi yeast	CYP2C19 inhib	S1P2 agonist	sEH act	hDAT+cocaine	CYP2C19 act	S1P2 blocker	PostGolgi ctrl
CCN(CC)CCN1C(=O)C(O)=C(C(=O)c2sc(C)nc2C)C1c1cccnc1 (centres undefined)	-22	3	-7	-3	21	-0.18	1.1	9	0
O=C(CCCn1c(=O)[nH]c2cc(Cl)ccc2c1=O)NC1CCCCCCC1	44	-2	-2	-5	-43	nt	1	0	3
c1ccc(-n2cnnc2SCc2cn3cccnc3n2)cc1	-1	4	-12	-7	0	0.19	1.1	5	2
COc1ccc(-c2c[n+]3c4n2CCCCC4=C(c2ccccc2)C3)cc1	-9	-8	-11	-9	8	0.68	1.1	16	10
CCNc1oc(-c2cccc3ccccc23)nc1C#N	-14	8	30	4	12	1.5	0.7	-3	7
CC(C)(C)C1CCc2c(sc(NC(=O)C3CCCO3)c2C(N)=O)C1 (centres undefined)	28	4	-8	-3	-26	2.3	1.1	-190	60*
COc1ccc(/C(=N/O)C(C)(C)NO)cc1	-11	9	14	-4	10	1.3	0.9	-12	0
O=C(Nc1ccc(Cc2ccncc2)cc1)c1ccc(Br)o1	38	2	87*	-2	-37	0.9	0.1	-8	5
CCc1ccc(C(C(=O)NC(C)(C)CC)N(Cc2ccco2)C(=O)Cn2nnc3ccccc32)cc1 (centres undefined)	-5	nt	nt	-4	11	-0.59	nt	-13	nt
CCN1CCCC1CNC(=O)c1cc(OC)c(OC)c(OC)c1 (centres undefined)	-6	-4	6	-5	3	0.54	0.9	-6	-1
Cc1nc2ccccc2n1CCC(=O)Nc1cccc(F)c1	-10	3	21	-5	9	-0.19	0.8	-3	7
CSc1ccccc1C(=O)Nc1cc(C)cc(C)c1	2	0	18	-6	-1	-0.25	0.8	9	7
C#CCOC(=O)c1ccccc1C(=O)OCC#C	-14	8	47	-4	12	-0.62	0.5	26	-4
O=C(Cc1cccs1)Nc1ccon1	18	-2	4	-2	-16	-0.92	1	6	11
CSc1ccccc1N1CCN(C(=O)Nc2ccc3c(c2)NC(=O)CO3)CC1	34	0	31	-3	-34	1.6	0.7	2	9
CN1CCc2c(sc(/N=C/c3ccco3)c2C(N)=O)C1	-10	13	8	0	12	-1.5	0.9	12	5
COc1cc(OC)c(NC2=NCCCCC2)cc1Cl	-11	1	14	-8	10	0.71	0.9	-7	13
Cc1ccc(-c2nnn(CC(=O)N3CCCCC3)n2)c(-n2cnnn2)c1	-5	-16	6	-5	7	0.88	0.9	8	-1
CC(=O)c1cc2c(cc1NC(=O)CCNC(=O)c1ccccc1Cl)OCO2	-6	-6	60*	-11	7	-2.2	0.4	16	7
Cc1c(S(=O)(=O)N2CCN(C(=O)c3ccco3)CC2)c(=O)n(C)c(=O)n1C	-10	-4	6	-9	9	-0.47	0.9	-16	3
COC(=O)c1ccc(C(=O)OC)c(NS(=O)(=O)c2ccc(NC(C)=O)cc2)c1	nt	3	62*	nt	nt	1.1	0.4	nt	6
COCC(=O)Nc1ccccc1C(=O)NC(C)C	-3	7	-2	-3	1	-1.5	1	-17	5
Cc1cc(C)nc(NS(=O)(=O)c2ccc(NC(=O)c3ccc4c(c3)OCO4)cc2)n1	nt	13	9	nt	nt	0.38	0.9	nt	11
COc1ccc(CCNC(=O)c2noc3c2CCCC3)cc1OC	nt	5	16	nt	nt	1.7	0.8	nt	-2
CCOC(=O)C1CCCN(C(=O)c2cc(=O)c3ccccc3o2)C1 (centres undefined)	2	-4	34	-5	-4	0.95	0.7	13	-8
CC(C)c1nnc(NC(=O)c2cccc(-n3cnnn3)c2)s1	-1	2	2	-3	2	0.33	1	10	17
Cc1cc(C)c2nc3s/c(=C/c4ccc5c(c4)n(C)c(=O)n5C)c(=O)n3c2c1	nt	-1	-14	nt	nt	nt	1.1	nt	4
O=C1N/C(=C\c2ccc(O)cc2)C(=O)c2ccccc21	-1	6	-17	-3	2	-0.28	1.2	14	12
CC1CCCC(NC(=S)Nc2ccc(SC(F)F)cc2)C1C (centres undefined)	60	-2	68*	-2	-60	-1	0.3	-1	9
Cc1onc(-c2ccccc2)c1C(=O)n1cccn1	-1	4	41	-6	4	-1.6	0.6	-1	-4

An excerpt from above, showing only CYP2C19 inhib and S1P2 blocker.
SMILES | CYP2C19 inhib | S1P2 blocker
O=C1N/C(=C\c2ccc(O)cc2)C(=O)c2ccccc21 | -17 | 14
CC(C)c1nnc(NC(=O)c2cccc(-n3cnnn3)c2)s1 | 2 | 10
COC(=O)c1ccc(C(=O)OC)c(NS(=O)(=O)c2ccc(NC(C)=O)cc2)c1 | 62* | nt

Remaining list, next part.
SMILES	sEH inh	PostGolgi yeast	CYP2C19 inhib	S1P2 agonist	sEH act	hDAT+cocaine	CYP2C19 act	S1P2 blocker	PostGolgi ctrl
Cc1ccc(Nc2nc3nonc3[nH]c2=O)cc1	-12	6	0	-9	9	-0.097	1	27	7
Cc1nn(-c2ccccc2)c(Cl)c1C(=O)OC(C)C(=O)Nc1ccc2c(c1)OCO2 (centres undefined)	-6	7	85*	-9	6	-0.45	0.1	11	19
COCc1cc(Sc2ccc(Cl)cc2)nc(-c2ccccc2)n1	-15	4	-7	-3	14	0.24	1.1	3	7
CCC1(C)N=c2c(c(=O)n(C)c(=O)n2C)=NO1 (centres undefined)	-7	-1	-14	-2	9	0.037	1.1	4	-4
Cc1ccc(C(=O)NCC2(c3ccccc3)CCCC2)cc1	3	5	30	-3	-3	1.1	0.7	16	21
O=C(O)c1cccnc1-c1ncccc1C(=O)O	1	3	8	-3	-1	0	0.9	9	4
COc1ccccc1CNS(=O)(=O)c1ccc(NC(C)=O)cc1	2	0	77*	1	-2	0.9	0.2	9	6
CCCCn1cnc2c([nH]c3cc(OC)ccc32)c1=O	0	-16	31	-8	4	0.035	0.7	-4	22
CC1(C)CC(NC(=O)C23CCC(C)(/C(=N/O)C2)C3(C)C)CC(C)(C)N1 (centres undefined)	-3	nt	-21	-3	2	-0.5	1.2	15	nt
Cc1ccc(-n2c(C)c3c(C)nnc(C)c3c2C)cc1C	2	7	45	-2	-2	-0.2	0.5	20	4
Cc1ccc(C(=O)Nc2onc(C)c2C#N)cc1	0	-1	37	-4	2	0.37	0.6	9	3
Cc1ccc(S(=O)(=O)NCCC2(C(C)C)CCOC(C)(C)C2)cc1 (centres undefined)	1	-4	22	-3	-1	-0.2	0.8	-2	8
COCCCn1c(SCC(=O)Nc2cccc(C(=O)OC)c2)nnc1-c1ccncc1	3	-7	81*	-2	-4	0.6	0.2	4	3
Cc1cc(C)n2ncnc2n1	6	2	-10	-3	-9	-0.11	1.1	-3	14
CCOC(=O)C1=C(C)N=c2s/c(=C\c3ccc(OC(C)=O)c(OCC)c3)c(=O)n2C1/C=C/c1ccccc1 (centres undefined)	3	-4	39	-3	0	0.37	0.6	-23	-8
O=C(CN1C(=O)NC2(CCCc3ccccc32)C1=O)NCc1ccco1 (centres undefined)	4	-2	-1	-8	-1	-0.74	1	4	5
Cc1ccc(C(=O)NNc2cc(N3CCCC3)nc(N3CCCC3)n2)cc1	3	-10	23	-8	0	-0.092	0.8	4	3
